# SUMO1 PPI mod = alters human SUMO1 binding to SIM partners | SUMO1 binding to a labelled peptide, TR-FRET, 1 h | inhibition, % at 20 µM | 360,000 compounds, 0.33% hits | AID 602429; in the data active = inhibition above about 37%
# LMPTP block = blocks human LMPTP phosphatase. P24666. recombinant LMPTP-A, OMFP fluorogenic substrate, fluorescence intensity. inhibition, % at 20 µM. 360,000 compounds, 0.22% hits. AID 651560;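 active = compounds that cut the enzyme signal by at least half of the control window in the single-dose screen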;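 also: plate controls were DMSO wells with enzyme plus substrate for no effect and substrate without enzyme for full effect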
# Target sequence (P24666 whole entry, looked up): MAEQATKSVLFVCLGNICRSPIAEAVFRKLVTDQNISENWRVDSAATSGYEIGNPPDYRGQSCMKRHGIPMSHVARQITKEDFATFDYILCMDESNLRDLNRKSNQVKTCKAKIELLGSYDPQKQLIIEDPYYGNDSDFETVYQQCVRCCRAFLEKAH
#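 Test system: LMPTP-A, protein tyrosine phosphatase of low molecular weight; Input: 0.625 nM enzyme; Incubation: 50 min dark incubation at room temperature; Signal: endpoint fluorescence intensity from OMFP dephosphorylation; Read-out basis: % inhibition versus control wells.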
# NadD inh = inhibitors of Staphylococcus aureus NadD | inhibition, % at 20 µM | purified NadD enzyme, colorimetric absorbance read-out | AID 602399 | 360,000 compounds, 0.78% hits; in the data active = inhibition above about 26%; also: some compounds past the cut are filed as inactive
# Rpn11 inh = Rpn11 (human) deubiquitinase inhibition; O00487; human 26S proteasome, Ub4-pepOG fluorescence polarization; 20S core pre-blocked with epoxomicin; calls only at 20 µM; 360,000 compounds, 0.59% hits; AID 588493;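 active = inhibition at 20 µM, scaled to each plate's controls, above about 33%, limit read from the data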
# Target sequence (O00487 whole entry, looked up): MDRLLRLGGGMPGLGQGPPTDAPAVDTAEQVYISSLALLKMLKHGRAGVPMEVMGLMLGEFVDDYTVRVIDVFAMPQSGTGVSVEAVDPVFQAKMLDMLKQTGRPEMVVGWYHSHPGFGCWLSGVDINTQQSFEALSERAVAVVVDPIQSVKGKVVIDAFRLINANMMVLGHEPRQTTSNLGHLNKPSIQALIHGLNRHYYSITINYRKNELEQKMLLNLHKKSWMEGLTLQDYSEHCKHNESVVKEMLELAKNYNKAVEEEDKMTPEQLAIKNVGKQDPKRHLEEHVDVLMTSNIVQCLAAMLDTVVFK
# MLLE-PAM2 inh = inhibitors of microRNA-mediated deadenylation, human PABP1 MLLE binding; P11940; inhibition, % at 20 µM; GST-MLLE / FITC-PAM2 fluorescence polarization; 360,000 compounds, 0.36% hits; in the data active = inhibition above about 35%, passing the limit was not always enough;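 also: plate controls were DMSO wells with GST-MLLE for no effect and wells lacking GST-MLLE protein for full effect; some results filed as inactive read as strong as hits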
# STEP block = STEP (human) phosphatase inhibition; inhibition, % at 20 µM; recombinant STEP, OMFP fluorogenic substrate, fluorescence; AID 588621; P54829; 360,000 compounds, 0.25% hits;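 active = inhibition at 20 µM, scaled per plate between control wells, above about 37%, limit read from the data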;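 also: 0% = DMSO with enzyme and substrate and 100% = substrate only without enzyme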
#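 Assay system: isolated STEP enzyme / Timing: 20 min at room temperature, dark / Doses: 20 µM, 1% DMSO / Technique: fluorescence intensity, excitation 480 nm, emission 540 nm / Reagent: fluorogenic phosphatase substrate OMFP at 25 µM final / Measure: percent inhibition scaled to no-enzyme and uninhibited-enzyme controls, plate-pattern corrected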
# Tb MetRS inh = blocks T. brucei methionyl-tRNA synthetase activity. 360,000 compounds, 0.4% hits. inhibition, % at 11.9 µM. purified T. brucei MetRS, ATP depletion, Kinase-Glo luminescence;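 active = inhibition above a per-plate cutoff of the control wells' mean inhibition plus 3 SD, cut at about 5.5% in these data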;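 also: 0% = DMSO wells median and 100% = median of wells with control inhibitor compound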
#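 System: purified T. brucei MetRS enzyme / Detection: Kinase-Glo luciferase luminescence reporting remaining unconsumed ATP / Medium: HEPES buffer with MgCl2, KCl, DTT, spermine, BSA, pyrophosphatase / Replication: singlicate, one well per compound / Evaluation: percent inhibition relative to median high and low control wells / Schedule: 2 h aminoacylation at 25 °C after 15 min preincubation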
# Scp-1 inhibitor = blocks human Scp-1 phosphatase activity | Recombinant Scp1, phosphopeptide, malachite green phosphate absorbance | 340,000 compounds, 0.88% hits | inhibition, % at 20 µM | Q9GZU7 | AID 493091;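 active = inhibition above about 50% at 20 µM, limit read from the data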;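 also: plate controls were DMSO wells with enzyme for no effect and wells lacking enzyme for full effect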
# Target sequence (Q9GZU7 76-261 limits assumed): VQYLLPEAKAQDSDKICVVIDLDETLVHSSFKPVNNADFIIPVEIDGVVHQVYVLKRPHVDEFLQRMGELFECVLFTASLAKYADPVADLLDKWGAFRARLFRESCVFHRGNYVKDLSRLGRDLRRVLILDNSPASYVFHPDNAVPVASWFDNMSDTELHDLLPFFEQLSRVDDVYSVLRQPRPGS
#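 Material – SCP-1 phosphatase catalytic domain, residues 76-261 · Buffer or medium – Acidic Tris acetate buffer with magnesium and detergent · Also added – Phospho 17-mer peptide substrate · Compound – single 20 µM dose, 1% DMSO · Times – 45 min room-temperature reaction, 5 min colour, 30 min stabiliser · Technique – Phosphate-binding colour reagent, absorbance read at 630 nm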
# DNMT1 inh = blocks human DNA methyltransferase DNMT1 | DNMT1 molecular beacon, Hinp1I cleavage, fluorescence | 360,000 compounds, 0.83% hits | AID 588458 | P26358 | inhibition (reported as % activation of signal), % at 10 µM; in the data active = inhibition above about 50%
# CSN inh = CSN deneddylation inhibition; Q92905; Purified CSN, SCF-Nedd8-OG deneddylation, fluorescence polarization; 360,000 compounds, 0.38% hits; AID 651999; inhibition, % at 12.5 µM;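 active = pattern-corrected inhibition above about 35%, with an unprinted fluorescence ratio check between 0.5 and 1.5, limit read from the data, passing the limit was not always enough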;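 also: 0% = enzyme with substrate and 100% = substrate without enzyme; some results filed as inactive read as strong as hits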
# Target sequence (Q92905 whole entry, looked up, one chain of several): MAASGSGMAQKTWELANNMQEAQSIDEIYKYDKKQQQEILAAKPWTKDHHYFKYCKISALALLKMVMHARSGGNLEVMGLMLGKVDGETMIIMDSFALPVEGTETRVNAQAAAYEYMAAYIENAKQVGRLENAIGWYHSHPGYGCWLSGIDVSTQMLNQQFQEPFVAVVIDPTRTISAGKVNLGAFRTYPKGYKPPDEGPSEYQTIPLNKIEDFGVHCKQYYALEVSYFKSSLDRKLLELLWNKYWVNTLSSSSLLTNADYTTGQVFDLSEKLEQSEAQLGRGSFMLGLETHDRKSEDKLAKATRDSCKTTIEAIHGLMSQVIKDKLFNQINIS
#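 assay system = purified human Csn5 enzyme expressed in HEK293T cells | amount = 0.24 nM enzyme | buffer or medium = Tris/NaCl/DTT buffer, pH 7.5 | reagent = 10 nM SCFSkp2-Nedd8OG | compound = one concentration, 12.5 µM, 0.25% DMSO | times = 90 min reaction at room temperature | signal = FP | read-out basis = % inhibition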
# Numbers without * were called inactive; i = inactive; x = not tested or not shown.
SUMO1 PPI mod,LMPTP block,NadD inh,Rpn11 inh,MLLE-PAM2 inh,STEP block,Tb MetRS inh,Scp-1 inhibitor,DNMT1 inh,CSN inh,smiles
7,1.3,2,i,2,0,x,18,42,11,CC(/C=N/n1c(-c2cccnc2)n[nH]c1=S)=C\c1ccco1
-4,1.3,4,i,23,4,-0.3,-11,13,-3,CC(C)NC(=S)N=Nc1c(O)[nH]c2ccc(C(C)C)cc12
-20,1.0,-1,i,-15,1,-0.8,-12,0,-1,C/C(=N\OC(=O)NC(C)C)c1sc(-c2ccccc2)nc1C
1,-1.4,0,i,-3,-1,-0.5,1,2,-4,CSc1nc(N)nc2c1ncn2CC(=O)NCc1ccccc1
0,-0.5,-2,i,-27,0,0.0,-18,1,-2,O=C(Nc1nnc(-c2ccc(Cl)cc2)o1)Nc1ccccc1F
2,0.5,-5,i,13,3,-0.4,0,-2,4,CCOc1ccccc1C(=O)NC1CC2CCCC(C1)N2Cc1ccc(C)cc1 (stereo not drawn)
-32,0.7,-2,i,1,0,-0.8,0,0,-3,O=C(Nc1cccnc1N1CCOCC1)c1cc2ccccc2oc1=O
3,-2.7,-5,i,-2,0,-0.2,-18,-1,-3,CN1C(=O)N(C)C2C1N(C)S(=O)(=O)N2C (stereo not drawn)
2,2.0,-13,i,-13,-1,-0.4,-3,3,3,COc1cccc(/C=N/NC(=S)NCCc2ccccc2)c1
11,2.1,7,i,-9,3,0.2,x,-2,-4,CC1C(=O)N(Cc2cn(CC3CCCCC3)nn2)CCS(=O)(=O)N1Cc1ccc(-c2ccncc2)cc1 (stereo not drawn)
1,0.3,1,i,2,-3,0.6,-8,1,-3,CN(C)C(=O)c1nnc(Cc2ccc(Cl)cc2)o1
-3,0.4,-5,i,-14,-2,-0.7,-6,-1,1,CSc1ccccc1NC(=O)COc1ccccc1C
6,2.0,9,i,7,-1,0.8,-2,-3,1,O=C(CNC(=O)c1ccc(-c2ccccc2)cc1)Nc1ccc(S(=O)(=O)Nc2ncccn2)cc1
-3,-1.0,-2,i,1,-4,0.1,1,-2,2,O=C(NCCN1CCN(Cc2ccccc2)CC1)c1ccc(CS(=O)(=O)c2ccc(Br)cc2)o1
-16,0.5,2,i,-12,2,-0.8,-9,-14,-2,C/C(CC(=O)Nc1ccc(N(C)C)cc1)=N\NC(=O)c1ccccc1O
-18,-1.7,-7,i,7,-4,0.4,-10,1,0,Cc1noc(NS(=O)(=O)c2ccc(N3C(=O)c4ccccc4C3=O)cc2)c1C
-4,1.1,-2,i,-3,1,-0.3,5,-2,4,COc1ccc(CNC(=O)C(=O)NCC2OCCN2S(=O)(=O)c2ccc(OC)cc2)cc1 (stereo not drawn)
1,-0.8,1,i,0,0,-0.2,1,5,1,COc1ccc(C)cc1S(=O)(=O)N1CCCC(C(=O)N2CCN(c3ccccc3)CC2)C1 (stereo not drawn)
-3,-0.1,4,i,-5,1,0.6,-4,-4,5,COC(=O)c1ccccc1NC(=O)[C@@H]1CCC(=O)N1C1OC(=O)c2c1ccc(OC)c2OC (stereo partly drawn)
-4,-3.2,-7,i,1,1,-0.8,-6,2,5,COC(=O)c1c(-c2ccc(F)cc2)noc1N
-2,-0.7,4,i,-17,1,-0.6,-11,-2,-3,Cc1ccc(-n2c(C)cc(/C=N/NC(=O)c3ccncc3)c2C)cc1C
-1,1.3,-5,i,38,0,0.6,-2,-19,9,S=C(Nc1ccc2nsnc2c1)NC1CCCCC1
4,1.1,0,i,5,-1,-0.5,-4,-6,4,CCOC(=O)C1(N(CC)CC)Sc2cc(C)ccc2NC1=O (stereo not drawn)
-29,2.0,-5,i,1,1,-1.2,-12,-2,-5,COC(=O)C1CCN(c2c([N+](=O)[O-])cc(C(F)(F)F)cc2[N+](=O)[O-])CC1
1,0.3,-6,i,1,0,0.0,-4,3,2,CC(=O)Nc1nc(C)c(C(C)C)s1

# Arranged by molar mass (ascending): some entries from above.
SUMO1 PPI mod,LMPTP block,NadD inh,Rpn11 inh,MLLE-PAM2 inh,STEP block,Tb MetRS inh,Scp-1 inhibitor,DNMT1 inh,CSN inh,smiles
1,0.3,-6,i,1,0,0.0,-4,3,2,CC(=O)Nc1nc(C)c(C(C)C)s1
1,-1.4,0,i,-3,-1,-0.5,1,2,-4,CSc1nc(N)nc2c1ncn2CC(=O)NCc1ccccc1
-18,-1.7,-7,i,7,-4,0.4,-10,1,0,Cc1noc(NS(=O)(=O)c2ccc(N3C(=O)c4ccccc4C3=O)cc2)c1C

# New compounds follow:
SUMO1 PPI mod,LMPTP block,NadD inh,Rpn11 inh,MLLE-PAM2 inh,STEP block,Tb MetRS inh,Scp-1 inhibitor,DNMT1 inh,CSN inh,smiles
-28,1.3,4,i,3,1,0.2,x,3,-5,O=C1c2cccc3cccc(c23)C(=O)N1CCO
-3,0.7,12,i,12,-2,-0.8,-5,2,2,CC1CCCN(C(=O)CCS(=O)(=O)c2cc3c(cc2Cl)NC(=O)CO3)C1 (stereo not drawn)
24,-1.2,-8,i,1,-2,-0.2,-13,1,-4,CCN(CC)CCCNC(=O)C1CCC(CNS(=O)(=O)c2c(C)cc(C)cc2C)CC1 (stereo not drawn)
5,-2.4,1,i,3,-3,-0.3,-3,12,-4,CCN(CC)C(=O)c1[nH]cnc1C(=O)Nc1ccc(OC)cc1
-2,1.8,4,i,-1,1,-0.8,-3,3,-3,Cc1ccc(Nc2nc3ccccc3nc2-n2nc(C)cc2C)cc1
4,1.9,-4,i,-6,-2,-0.6,-15,-2,2,Cc1csc(-c2cnn(-c3ccccc3)c2NC(=O)c2ccc(C(F)(F)F)cc2)n1
-5,0.2,-4,i,6,2,-0.5,-5,0,-1,COc1ccc(NS(=O)(=O)c2cc(NC(=O)c3cc(F)c(F)c(F)c3F)ccc2N2CCCC2)cc1
-1,-0.8,-1,i,-6,-3,-0.5,3,2,-16,Cc1ccc(/C=N/NC(=O)c2cccs2)o1
-2,2.7,25,i,-2,0,-0.3,3,2,-5,CCOc1cc(/C=N/Nc2nc(N3CCCCC3)nc(N3CCCCC3)n2)ccc1OC(=O)c1ccco1
-3,-0.3,-1,i,-2,-8,-0.7,1,-3,1,COc1ccc(N(C(=O)c2ccco2)S(=O)(=O)c2cccs2)cc1
-2,-3.8,1,i,-4,0,-1.0,-1,-2,4,NCCNC(=O)c1ncsc1-c1cccc(F)c1
3,-0.6,-1,i,15,-2,-0.3,4,3,-1,CN(C(=O)CSC(=O)c1ccccc1)c1ccccc1
1,0.3,-2,i,-2,0,-0.8,-7,-2,5,Nc1ccc(C(=O)N2N=C(c3ccccc3)CC2(O)C(F)(F)F)cc1 (stereo not drawn)
-4,0.1,-5,i,13,-1,-0.3,-6,2,11,O=C(NCc1ccco1)c1cc(-c2ccccn2)nc2ccccc12
0,-0.2,-3,i,1,-2,-1.0,1,1,4,O=c1[nH]c(SCc2ccc(F)cc2Cl)nc2ccccc12
1,-0.2,-2,i,-13,-1,-1.3,-7,2,3,Cc1ccc(NC(=O)CNS(=O)(=O)c2cccs2)cc1F
-37,-1.5,-3,i,-24,4,-0.2,x,-7,6,COc1ccc(C=C2SC(=S)N(CCCN3CCOCC3)C2=O)c(OC)c1
3,-0.7,-3,i,-62,-3,-0.2,-1,-2,-1,CC(Sc1nc2c(N)ncnc2n1CCOc1ccccc1)C(=O)O (stereo not drawn)
-2,-0.9,-1,i,2,-1,-1.1,8,-5,6,C/C(=N\NC(=O)c1ccco1)c1ccc(NC(=O)c2cccs2)cc1
-2,-1.3,1,i,-4,1,-0.4,3,0,-6,CCN(Cc1ccccc1)C(=O)c1cccnc1
-2,-0.8,-5,i,25,0,-0.8,-17,1,1,Cc1cccc(OCCN2CSC(=S)N(C)C2)c1
4,-2.1,-6,i,10,-1,-0.5,-10,1,4,CCOc1ccccc1NC(=O)CCNS(=O)(=O)c1ccccc1
-3,-0.8,10,i,4,-3,-0.1,-7,21,0,C/C(=C\C(=O)c1ccc(Cl)cc1)Nc1ccc(N2CCOCC2)cc1
4,-2.0,-4,i,16,2,0.6,-11,3,2,Cc1[nH]c2ccccc2c1C(=O)CSCC(=O)O
-9,-1.4,0,i,-8,0,-1.2,4,2,-8,CCCCn1nnnc1SCC(=O)NNC(=O)c1ccco1
1,0.4,-1,i,0,1,-0.3,-13,6,-2,Nc1ncnc2c1ncn2CCN1CCOCC1
-1,0.4,-5,i,-11,0,0.0,-11,0,-1,COc1ccc(NC(=O)CN(C)C(=O)c2c(C)nn(-c3ccccc3)c2Cl)cc1
-5,0.4,-3,i,-23,0,-0.5,-5,-2,-1,CCCCNC(=O)Nc1ccccc1C(=O)NCCC
-4,0.2,1,i,-11,8,0.8,9,4,3,O=C(N/N=C/c1cccc(F)c1)c1ccc(Cl)cc1
-4,-3.7,-2,i,-9,0,-0.4,-4,1,-4,C#CCOCCOCCOCCNc1nc(N2CCN(C(=O)[C@H]([C@@H](C)CC)n3cc(CCC(=O)O)nn3)CC2)nc(N2CCN(C(=O)[C@H](CCCCN)n3cc(CC(C)O)nn3)CC2)n1 (stereo partly drawn)
0,0.0,-5,i,5,0,-0.3,-4,2,-3,CC1CCCC(NC(=O)CN2C(=O)NC(Cc3c[nH]c4ccccc34)C2=O)C1C (stereo not drawn)
6,0.6,-4,i,12,1,-0.3,7,-2,-3,CCN(Cc1ccccc1)C(=O)CN1C(=O)c2ccccc2S1(=O)=O
-2,-8.5,2,i,4,-3,-0.4,-5,7,-1,NC(=O)NCc1ccc(C(=O)OCc2ccncc2)cc1
-8,-0.1,-6,i,11,3,-0.6,-13,2,1,COc1cc(/C=N/NC(=O)Cn2cnc3c2c(=O)n(C)c(=O)n3C)cc(OC)c1OC
3,0.0,1,i,4,1,0.0,0,1,-5,N#CCCN(C(=O)COC(=O)c1ccc(S(=O)(=O)N2CCOCC2)cc1)c1ccccc1
3,-2.0,-1,i,36,3,-0.1,-8,3,1,COCCNC(=O)c1ccc2c(=O)n(Cc3ccco3)c(SCC(=O)NC3CCCC3)nc2c1
-35,0.6,-3,i,-1,-1,0.5,-7,-1,5,CC1CCCCN1CCCNc1ccc(C(CC(N)=O)NC(=O)Cc2ccc(Br)cc2)cc1[N+](=O)[O-] (stereo not drawn)

# Source: PubChem BioAssay
